Source: PubChem
b-catenin transl: modulators of beta-catenin nuclear translocation, primary screen, imaging, HeLa cells, immunofluorescence, high-content | nuclear translocation activity, % at 5 µM | AID 1665, 2009 | 190,000 tested, 0.3% active;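 active means nuclear translocation activity above 50% at 5 µM, with a well cell count of 50 or more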;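 further: per-cell ratio of nuclear to cytoplasmic median beta-catenin stain intensity; plate controls were DMSO negative control for no effect and GSK-3 inhibitor IX positive control for full effect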
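Assay system: human HeLa cells, native beta-catenin; doses: 5 µM primary, 0.02–20 µM confirmation; incubation: compound treatment 24 h, 37°C, 5% CO2; technique: fluorescence imaging of beta-catenin antibody stain plus DAPI; measure: % activation, nuclear-to-cytoplasmic median beta-catenin signal ratio per cell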
M1AAP inhibition: P. falciparum M1AAP inhibitors, biochemical, fluorogenic H-Leu-NHMec substrate, 1536-well (AID 1445) | recombinant M1AAP, H-Leu-NHMec fluorogenic kinetic assay; higher % means a stronger effect | 220,000 tested, 0.42% active | inhibition, % at 30 µM; hits with a dose series show IC50 in µM;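 active means primary inhibition above the hit cutoff, then over 50% inhibition at one or more dose response concentrations, cut at about 23% in these data, passing the limit was not always enough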;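 further: plate controls were DMSO full reaction for no effect and no enzyme background for full effect; strong numbers were not always called active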
Dynein transport: inhibitors of GR-EGFP nuclear translocation, primary screen, dynein cargo transport inhibitor project, imaging, high-content, 3617.4 mouse cells. test concentration mostly 20 µM; stimulated with dexamethasone, 1 µM; stronger effect = lower value. z-score, hits read low. 220,000 tested, 0.47% active;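 active means plate z-score of nuclear minus cytoplasmic receptor signal below a set negative limit, without overly bright fluorescence or cell loss, cut at about -3.5 in these data, passing the limit was not always enough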;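 further: z-score of nuclear minus cytoplasmic ring GR-EGFP intensity difference per well; some compounds called inactive have numbers as strong as hits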
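Also added: dexamethasone, 1.0 µM final. Medium: tet-free, stripped-serum medium. Detection: fixed, Hoechst-stained cells imaged at 10x for EGFP. Read-out: nuclear-to-cytoplasmic GR-EGFP distribution per well. Times: induction 48 h, compound 1 h, agonist 30 min.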
UTI89 phage lysis: inhibition of K1F phage lysis, E. coli UTI89, bacterial capsule biogenesis inhibitors, alamar blue (AID 488966); E. coli UTI89 K1F phage lysis, alamar blue, 2 h; higher % means a stronger effect; inhibition, % at 100 µM; hits with a dose series show IC50 in µM; 340,000 tested, 0.02% active;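 active means phage lysis inhibition, versus mean bacterial control, above a set limit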;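 further: capsule biogenesis inhibitors block K1F phage lysis so surviving cells raise fluorescence; higher fluorescence means more inhibition of phage lysis; actives were called in the ten point dose series up to 300 µM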
Autophagy HCS: autophagy modulators in MEF cells, primary screen, imaging, high-content, MEF GFP-LC3. MEF GFP-LC3 puncta imaging; test concentration mostly 10 µM. calls only at 10 µM (by protocol). 190,000 tested, 0.98% active. AID 463193, 2010;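 active means percentage of spot-positive cells more than 3 SD above its plate mean, without a fluorescence outlier flag or 80% toxicity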;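 further: spot-positive cell cutoff set from DMSO-treated cells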
MT stabilizer: microtubule stabilizers in HeLa cells, primary screen, imaging, high-content imaging. HeLa tubulin immunostaining HCS, 24 h; share of cells brighter than vehicle mean+2SD. % tubulin-high responders, % at 10 µM. 200,000 tested, 0.83% active. AID 2205, 2009;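 active means plate Z-score above 3 for both tubulin-high and condensed-nucleus cell shares, with cell loss under 80%, at 10 µM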;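 further: anti alpha tubulin signal scored within the nucleus-defined area of each cell; some results filed as inactive read as strong as hits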
CSM14.1 death rescue: rescue of cells from ER stress-induced death, primary screen, 384-well, CSM14.1, thapsigargin, ATP luminescence (AID 1222); CSM14.1 thapsigargin-induced death rescue, ATP luminescence; higher % means a stronger effect; cellular ATP content (survival), % at 20 µM, or EC50 in µM where a hit was titrated; 190,000 tested, under 10 active;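 active means EC50 below 50 µM in the dose-response confirmation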;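 further: death triggered by thapsigargin at about 15 µM added after 2 h compound pretreatment; cell ATP read after overnight thapsigargin exposure of roughly 18 to 22 hours; normalized against plate controls of thapsigargin alone and 5% DMSO vehicle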
Ins promoter up: insulin promoter activators in MIN6 cells, imaging, high-content screening, mouse beta cells. AID 1625, 2009. z-score at 5 µM. MIN6 insulin promoter-GFP reporter; stronger effect = higher value. 190,000 tested, 0.3% active;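 active means z-score above 3 at 5 µM with at least 500 cells counted in the well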
M17LAP inhibition: P. falciparum M17LAP inhibitors, primary screen, biochemical, fluorogenic H-Leu-NHMec substrate, 1536-well (AID 1619); 220,000 tested, 0.38% active; inhibition, % at 30 µM; hits with a dose series show IC50 in µM; Leucine aminopeptidase (Plasmodium falciparum (isolate 3D7)); recombinant M17LAP, H-Leu-NHMec fluorogenic kinetic assay; higher % means a stronger effect;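 active means compound inhibiting the enzyme by more than half at any dose during confirmatory dose-response retesting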;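 further: plate controls were full reaction with DMSO carrier for no effect and no enzyme background for full effect; strong numbers were not always called active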
Dynein transport cytoplasmic EGFP: also measured in Dynein transport; calls as there; z-score; measured here: cytoplasmic GR-EGFP intensity; stronger effect = higher value
Dynein transport nuclear GR-EGFP: second read-out of Dynein transport, no call of its own (marks repeat the call); z-score; measured here: nuclear GR-EGFP intensity;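 lower value marks the stronger effect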
Dynein transport cell count: further read-out of Dynein transport, marked with its call; z-score; measured here: cell count per field
Ins promoter up cell count: second read-out of Ins promoter up, no call of its own (marks repeat the call); cell count; measured here: cytotoxicity, nuclei count;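 total cells summed across four imaged fields per well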
b-catenin transl cell count 5 µM: second read-out of b-catenin transl, no call of its own (marks repeat the call); cell count; measured here: cell count, cytotoxicity flag
MT stabilizer Hoechst-high %: second read-out of MT stabilizer, no call of its own (marks repeat the call); % Hoechst-high responders; measured here: nuclear condensation Hoechst responders;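 share of cells brighter than vehicle mean plus two SD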
MT stabilizer cytotoxicity %: also measured in MT stabilizer; calls as there; toxicity, %; measured here: cytotoxicity by cell density;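 0% = mean cell density of plate MIN control wells and 100% = no cells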
Autophagy HCS cell loss 18 h: recorded beside Autophagy HCS, whose call it bears; toxicity, %; measured here: cell loss, nuclei count;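 cell loss after 18 h compound exposure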
The depositor's hits bear a star; [ ] = dose if it differs, or a comment. Compounds were not picked by outcome; 2.9% or so of the library scored in one or more.

Screening Cc1ccc(C)c2sc(NC(=O)c3nc4ccccc4s3)nc12 returned b-catenin transl 1.6, M1AAP inhibition -4%, Dynein transport -0.47, UTI89 phage lysis -0.3%, Autophagy HCS inactive, MT stabilizer 2.7, CSM14.1 death rescue 0.1%, Ins promoter up -0.77, M17LAP inhibition -6%, Dynein transport cytoplasmic EGFP -0.079, Dynein transport nuclear GR-EGFP 0.57, Dynein transport cell count 0.16, Ins promoter up cell count 1153, b-catenin transl cell count 5 µM 549, MT stabilizer Hoechst-high % 3.1, MT stabilizer cytotoxicity % 6.3 and Autophagy HCS cell loss 18 h 10.
O=C(COC(=O)CC1CC2CCC1C2)NC(=O)NC1CCCC1 (stereo unspecified) was read as b-catenin transl -6.0, M1AAP inhibition 1%, Dynein transport -2.1, UTI89 phage lysis 2.0%, Autophagy HCS inactive, MT stabilizer 3.3, CSM14.1 death rescue -2.3%, Ins promoter up -0.61, M17LAP inhibition -2%, Dynein transport cytoplasmic EGFP 0.74, Dynein transport nuclear GR-EGFP -1.1, Dynein transport cell count -3.4, Ins promoter up cell count 1590, b-catenin transl cell count 5 µM 1083, MT stabilizer Hoechst-high % 1.7, MT stabilizer cytotoxicity % 11 and Autophagy HCS cell loss 18 h -21.
For Cn1c(=O)n(Cc2ccccc2F)c(=O)c2c1nc1n2CCN1Cc1ccco1 the results were b-catenin transl -1.6, M1AAP inhibition 0%, Dynein transport -0.53, UTI89 phage lysis 0.4%, Autophagy HCS inactive, MT stabilizer 1.6, CSM14.1 death rescue -1.1%, M17LAP inhibition 2%, Dynein transport cytoplasmic EGFP -0.055, Dynein transport nuclear GR-EGFP -0.39, Dynein transport cell count 0.66, b-catenin transl cell count 5 µM 1084, MT stabilizer Hoechst-high % 1.0, MT stabilizer cytotoxicity % 5.2 and Autophagy HCS cell loss 18 h 7.
CCn1nnc(NC(=O)CSc2ccc(Cl)cc2)n1 was read as b-catenin transl -5.8, M1AAP inhibition 3%, Dynein transport 0.052, UTI89 phage lysis 1.8%, Autophagy HCS inactive, MT stabilizer 2.7, CSM14.1 death rescue -0.4%, Ins promoter up 0.67, M17LAP inhibition 5%, Dynein transport cytoplasmic EGFP -0.2, Dynein transport nuclear GR-EGFP 0.33, Dynein transport cell count 0.52, Ins promoter up cell count 1358, b-catenin transl cell count 5 µM 1065, MT stabilizer Hoechst-high % 2.4, MT stabilizer cytotoxicity % 0.3 and Autophagy HCS cell loss 18 h 14.
O=c1c2c(n3nnnc3n1-c1ccccc1)-c1ccccc1CC21CCCC1 was read as b-catenin transl -8.1, M1AAP inhibition -4%, Dynein transport 0.3, UTI89 phage lysis -0.2%, Autophagy HCS inactive, MT stabilizer 1.2, CSM14.1 death rescue -2.6%, Ins promoter up 1.3, M17LAP inhibition -13%, Dynein transport cytoplasmic EGFP -0.19, Dynein transport nuclear GR-EGFP -0.021, Dynein transport cell count 0.42, Ins promoter up cell count 1080, b-catenin transl cell count 5 µM 846, MT stabilizer Hoechst-high % 1.7, MT stabilizer cytotoxicity % 0.6 and Autophagy HCS cell loss 18 h -3.
Cc1cc(OCC(=O)Nn2cnnc2)c(C)cc1Br was read as b-catenin transl 0.0, M1AAP inhibition 4%, Dynein transport -0.28, UTI89 phage lysis 0.7%, Autophagy HCS inactive, MT stabilizer 2.7, CSM14.1 death rescue 0.1%, Ins promoter up 0.94, M17LAP inhibition 5%, Dynein transport cytoplasmic EGFP -0.21, Dynein transport nuclear GR-EGFP -0.8, Dynein transport cell count -0.054, Ins promoter up cell count 1909, b-catenin transl cell count 5 µM 1077, MT stabilizer Hoechst-high % 1.5, MT stabilizer cytotoxicity % 1.0 and Autophagy HCS cell loss 18 h -1.
For S=c1[nH]nc(-c2ccccc2)n1/N=C/c1ccc(-c2ccccc2Cl)o1 the results were b-catenin transl -2.5, M1AAP inhibition 7%, Dynein transport 1.5, UTI89 phage lysis 0.1%, Autophagy HCS inactive, MT stabilizer 1.8, CSM14.1 death rescue 1.2%, Ins promoter up 0.1, M17LAP inhibition 11%, Dynein transport cytoplasmic EGFP -0.088, Dynein transport nuclear GR-EGFP 1.1, Dynein transport cell count -1.6, Ins promoter up cell count 1280, b-catenin transl cell count 5 µM 517, MT stabilizer Hoechst-high % 2.8, MT stabilizer cytotoxicity % 10 and Autophagy HCS cell loss 18 h 3.
O=C(Nc1ccon1)c1cc(-c2ccccc2)nc2ccccc12 was read as b-catenin transl -0.9, M1AAP inhibition 7%, Dynein transport 0.82, UTI89 phage lysis 0.7%, Autophagy HCS inactive, MT stabilizer 3.1, CSM14.1 death rescue -0.3%, Ins promoter up -0.12, M17LAP inhibition 3%, Dynein transport cytoplasmic EGFP -0.23, Dynein transport nuclear GR-EGFP 0.61, Dynein transport cell count -0.36, Ins promoter up cell count 1100, b-catenin transl cell count 5 µM 1263, MT stabilizer Hoechst-high % 2.5, MT stabilizer cytotoxicity % 7.3 and Autophagy HCS cell loss 18 h -4.
`CCC(C)(C)n1nnnc1C(c1cc2ccc(C)cc2[nH]c1=O)N(Cc1cccnc1)Cc1ccco1` (stereo unspecified) gave b-catenin transl -1.5, M1AAP inhibition 13%, Dynein transport -0.94, UTI89 phage lysis 0.4%[50 µM], Autophagy HCS inactive, MT stabilizer 2.3, CSM14.1 death rescue 0.1%, Ins promoter up 0.61, M17LAP inhibition 16%, Dynein transport cytoplasmic EGFP 0.35, Dynein transport nuclear GR-EGFP -0.21, Dynein transport cell count 2.1, Ins promoter up cell count 1785, b-catenin transl cell count 5 µM 1007, MT stabilizer Hoechst-high % 1.2, MT stabilizer cytotoxicity % 11 and Autophagy HCS cell loss 18 h 8.
Screening CNc1oc(Cc2ccccc2)nc1S(=O)(=O)c1ccccc1 returned b-catenin transl -1.7, M1AAP inhibition 3%, Dynein transport 1.2, UTI89 phage lysis 2.1%, Autophagy HCS inactive, MT stabilizer 3.3, CSM14.1 death rescue -2.1%, Ins promoter up -0.26, M17LAP inhibition 5%, Dynein transport cytoplasmic EGFP -0.26, Dynein transport nuclear GR-EGFP 0.8, Dynein transport cell count -0.68, Ins promoter up cell count 1175, b-catenin transl cell count 5 µM 1257, MT stabilizer Hoechst-high % 1.4, MT stabilizer cytotoxicity % 4.9 and Autophagy HCS cell loss 18 h 4.
Clc1cccc(/C=N\Nc2nccs2)c1 was read as M1AAP inhibition 10%, Dynein transport 0.32, UTI89 phage lysis -21%, Autophagy HCS inactive, MT stabilizer 1.8, CSM14.1 death rescue -2.4%, Ins promoter up -2.1, M17LAP inhibition -5%, Dynein transport cytoplasmic EGFP -0.28, Dynein transport nuclear GR-EGFP 0.44, Dynein transport cell count 0.69, Ins promoter up cell count 933, MT stabilizer Hoechst-high % 1.3, MT stabilizer cytotoxicity % 3.3 and Autophagy HCS cell loss 18 h -9.
For O=C(Cn1cc(SCc2ccccc2Cl)c2ccccc21)N1CCOCC1 the results were b-catenin transl 0.9, M1AAP inhibition 3%, Dynein transport -0.24, UTI89 phage lysis 0.1%, Autophagy HCS inactive, MT stabilizer 5.1, CSM14.1 death rescue 1.7%, Ins promoter up 0.03, M17LAP inhibition 9%, Dynein transport cytoplasmic EGFP -0.29, Dynein transport nuclear GR-EGFP -0.12, Dynein transport cell count 0.57, Ins promoter up cell count 1505, b-catenin transl cell count 5 µM 1005, MT stabilizer Hoechst-high % 2.3, MT stabilizer cytotoxicity % 9.8 and Autophagy HCS cell loss 18 h 4.
Screening COCC(=O)N(Cc1cc2cc(OC)ccc2[nH]c1=O)c1ccccc1 returned b-catenin transl 0.4, M1AAP inhibition 7%, Dynein transport 1.2, UTI89 phage lysis -0.5%, Autophagy HCS inactive, MT stabilizer 1.8, Ins promoter up 0.44, M17LAP inhibition -55%, Dynein transport cytoplasmic EGFP -0.21, Dynein transport nuclear GR-EGFP 1.4, Dynein transport cell count 0.023, Ins promoter up cell count 827, b-catenin transl cell count 5 µM 994, MT stabilizer Hoechst-high % 2.2, MT stabilizer cytotoxicity % 13 and Autophagy HCS cell loss 18 h -6.
Screening O=C(N/N=C/C=C/c1cccc([N+](=O)[O-])c1)c1ccncc1 returned b-catenin transl 1.7, M1AAP inhibition 8%, Dynein transport 1.6, UTI89 phage lysis 0.5%, Ins promoter up 0.68, M17LAP inhibition 1%, Dynein transport cytoplasmic EGFP -0.13, Dynein transport nuclear GR-EGFP 1.4, Dynein transport cell count -1.2, Ins promoter up cell count 999 and b-catenin transl cell count 5 µM 1286.
